A549 tox: counter-screen for Nrf2 inhibitors: cytotoxicity in A549 cells. A549 ARE-Fluc cells, CellTiter-Fluor viability, 18-24 h. Potency, µM (series often up to 46 µM), for inactives: at the top dose activity change, negative = cytotoxicity, most hits filed as inhibitors. actives 0.16% (n = 390,000). AID 504648; also: % is scaled to controls: 0 for no effect and ±100 for the full control effect
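Cytotoxicity counterscreen: CellTiter-Fluor fluorescence was measured in A549 ARE_Fluc cells after 18-24 h of compound exposure in a concentration series. The subsequent BugLite luminescent read reports ARE-luciferase activity.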
EPAC2 antag: antagonists of human EPAC2. Q8WZA2. Potency, µM (highest dose often 114 µM), for the others: at the top dose activity, negative = inhibition, most hits filed as inhibitors. EPAC2 GEF exchange of Rap1B-BODIPY-GDP, fluorescence. actives 0.18% (n = 360,000); also: % is scaled to controls: 0 for no effect and ±100 for the full control effect; nearly all actives have a fitted effect of over 45% in size; many of its hits are not listed in these tables
Target sequence (Q8WZA2 whole entry, looked up): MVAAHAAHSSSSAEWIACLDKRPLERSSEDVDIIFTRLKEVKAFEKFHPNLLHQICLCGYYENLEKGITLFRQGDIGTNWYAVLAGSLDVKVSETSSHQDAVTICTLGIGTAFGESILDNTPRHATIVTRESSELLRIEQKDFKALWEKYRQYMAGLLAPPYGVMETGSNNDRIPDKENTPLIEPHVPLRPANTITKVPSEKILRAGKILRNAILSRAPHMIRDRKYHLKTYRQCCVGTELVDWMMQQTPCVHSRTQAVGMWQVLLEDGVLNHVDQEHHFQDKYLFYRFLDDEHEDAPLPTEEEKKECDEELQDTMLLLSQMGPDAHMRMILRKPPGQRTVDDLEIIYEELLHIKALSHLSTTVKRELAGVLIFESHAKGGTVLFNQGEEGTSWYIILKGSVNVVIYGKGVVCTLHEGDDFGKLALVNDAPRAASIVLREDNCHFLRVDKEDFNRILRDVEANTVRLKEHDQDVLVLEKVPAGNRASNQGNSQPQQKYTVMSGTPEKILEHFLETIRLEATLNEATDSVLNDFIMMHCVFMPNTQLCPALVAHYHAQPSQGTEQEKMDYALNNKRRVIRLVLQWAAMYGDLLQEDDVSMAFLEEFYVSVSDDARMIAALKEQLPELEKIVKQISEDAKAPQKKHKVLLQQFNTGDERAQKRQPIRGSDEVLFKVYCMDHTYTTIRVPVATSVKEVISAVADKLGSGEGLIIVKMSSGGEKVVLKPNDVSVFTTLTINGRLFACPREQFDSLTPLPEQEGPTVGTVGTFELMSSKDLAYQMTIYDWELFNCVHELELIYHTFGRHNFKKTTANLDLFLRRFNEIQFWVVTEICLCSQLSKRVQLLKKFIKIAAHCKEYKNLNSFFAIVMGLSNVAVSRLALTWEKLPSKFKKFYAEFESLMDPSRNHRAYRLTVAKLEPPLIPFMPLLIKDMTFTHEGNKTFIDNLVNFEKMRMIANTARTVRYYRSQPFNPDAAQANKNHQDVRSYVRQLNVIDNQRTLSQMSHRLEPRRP
Nrf2 activator: activates Nrf2 signaling; AREc32 ARE-luciferase reporter (MCF7-derived line), luminescence, 24 h; Potency, µM (titrated, usually from 46.1 µM), without a hit: at the highest dose activation, hits mostly activators; actives 0.31% (n = 410,000); AID 624171; also: % of control where 0% means no effect; nearly all actives have a fitted effect of over 65% in size
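AREc32_Fluc, 1000 cells/well, OPTI-MEM + 5% FBS, o/n 37 deg C 5% CO2; 23 nL cpd by pin tool, 24 hr; Steady-Glo 30 min RT, luminescence.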
S2 tox: viability counter-screen for ATXN expression inhibitors. S2 cells (HEK-293 line with an ATXN2-luciferase reporter) viability, CellTiter-Fluor protease fluorescence, 24 h. Potency, µM (doses to about 56.7 µM), most hits filed as cytotoxic. actives 0.49% (n = 400,000). AID 651635; also: nearly all actives have a fitted effect of over 40% in size
Nrf2 inh: Nrf2 pathway inhibition | A549 ARE-Fluc reporter, luciferase luminescence, 18-24 h | Potency, µM (doses to about 46 µM), for inactives: at the top dose activity change, negative = inhibition, hits mostly inhibitors | actives 2.1% (n = 360,000); also: % is scaled to controls: 0 for no effect and ±100 for the full control effect; nearly all actives have a fitted effect of over 60% in size
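Quantitative HTS in A549 cells stably bearing an antioxidant response element-firefly luciferase construct. Inhibition of Nrf2-driven transcription was scored by luminescence after 18-24 h of compound exposure at 37 °C.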
MCF10A rereplic: induces DNA re-replication in MCF 10a normal breast cells | MCF 10A DNA re-replication, Hoechst nuclear intensity, 48 h | Potency, µM (titrated, usually from 46.1 µM), inactives show at the top dose activity, positive = re-replication, usual class: activators | actives 2.9% (n = 350,000) | AID 624296; also: % of control where 0% means no effect; nearly all actives have a fitted effect of over 50% in size
ATXN2 expr inh: ATXN2 expression inhibition | HEK-293 ATXN2-luciferase reporter, luminescence, 24 h | Potency, µM (top dose mostly 57 µM), for the others: top-dose activity change, negative = inhibition, actives largely listed as inhibitors | actives 0.72% (n = 360,000) | AID 1745845; also: % is scaled to controls: 0 for no effect and ±100 for the full control effect; nearly all actives have a fitted effect of over 55% in size
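ATXN2-luciferase reporter cells (luciferase flanked by upstream and downstream ATXN2 gene portions) were treated 24 h at 37 °C with compounds at up to 57 uM. SteadyGlo luminescence gave expression; GF-AFC fluorescence gave viability.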
TGFb inhibitor: TGF-b pathway inhibition. AID 588855. actives 1.2% (n = 410,000). Potency, µM (series often up to 46.1 µM), for the others: top-dose activity, negative = inhibition, actives largely listed as inhibitors. HepG2 CAGA-GFP TGF-b/SMAD3 reporter, GFP fluorescence, 18 h; TGF-beta stimulated, 500 pg/mL final; also: % is scaled to controls: 0 for no effect and ±100 for the full control effect; nearly all actives have a fitted effect of over 65% in size
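HEPG2 CAGA-GFP reporter cells (1000/well, DMEM with 1% FBS) received compounds, then recombinant TGF-beta at 500 pg/mL final for 18 hours at 37 degrees C. Per-cell GFP summed per well was normalised to unstimulated and stimulated DMSO controls before curve fitting.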
HepG2 tox: kills HepG2 cells in TGF-b inhibitor counter-screen; HepG2 CAGA-GFP viability, ATP luminescence, 18 h; Potency, µM (highest dose often 46.1 µM), inactives show top-dose activity change, negative = cytotoxicity, usual class: cytotoxic; actives 0.76% (n = 410,000); AID 588856; also: some results filed as inactive show a strong effect at the top dose
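HepG2 CAGA-GFP cells (1000/well, DMEM with 1% FBS) received compound, then TGF-beta at 500 pg/mL final, and were incubated 18 hours at 37 degrees C. Viability was read by CellTiter-Glo luminescence. Media-only wells were set as complete cell-killing and DMSO as no toxicity.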
An asterisk follows results filed as active; i = inactive; ? = inconclusive; . = no result given; [ ] = another dose, or the depositor's remark. Calls follow the shape of the dose curve; as a rule, active = well fitted curve in the direction sought with a large enough effect; inconclusive = small, poorly fitted or top-dose-only effect, or another doubt; inactive = no such curve, though single readings can be large; an effect the other way counts as inactive or inconclusive. Potency is read from the fitted curve at half-maximal effect. The list is partial; count on the stated rates, not on these rows.

| Compound | A549 tox | EPAC2 antag | Nrf2 activator | S2 tox | Nrf2 inh | MCF10A rereplic | ATXN2 expr inh | TGFb inhibitor | HepG2 tox |
| --- | --- | --- | --- | --- | --- | --- | --- | --- | --- |
| Clc1ccc(OCCOCCNCc2ccccc2)cc1Cl | 0% | 1% | -0.6% | i | -23% | 28% | . | 11µM* | -64% |
| CCOC(=O)CS(=O)(=O)c1ccccc1 | 0% | 1% | 0.0% | i | -7% | -7% | 4% | -5% | 3% |
| Cc1cc(Cl)ccc1C(O)c1ncc(-c2ccc(F)cc2)[nH]1 (stereo not drawn) | . | 6% | 0.7%[9.22 µM] | i | . | . | -18% | -13% | -39% |
| CCn1ccc2cc(S(=O)(=O)N3CCC(C(=O)NCCc4ccccc4)CC3)ccc21 | -2% | . | 0.0% | i | . | . | 3% | ? | 7% |
| CCCCCC(=O)N1CC2(CC(c3cccc(NC(=O)[C@@H]4CCC(=O)N4)c3)=NO2)C[C@@H]1C(N)=O (stereo partly drawn) | 5% | -6% | -0.9% | i | -14% | -19% | 5% | -4% | 0% |
| O=C(Nc1cccc(-c2cn3ccccc3n2)c1)C1CC1 | 0% | -4% | 2.3% | i | 9% | ? | 43%[activator] | -13% | -11% |
| CC(/C=C1\SC(=S)N(CCC(=O)Nc2ccc(O)cc2)C1=O)=C\c1ccccc1 | -17% | 11% | 0.8% | ? | ? | 26% | -31% | ? | 1% |
| CCC(C(=O)NC1CCCCCC1)n1nc(C)c2c(C)n(-c3ccccc3)nc2c1=O (stereo not drawn) | 1% | -1% | -1.2% | i | 21% | 3% | -17% | -1% | 3% |
| CCCc1nc2oc3c(NCC(C)O)ncnc3c2c2c1CCCC2 (stereo not drawn) | ? | 7% | 2.4% | i | -8% | 10% | . | ? | 6% |
| CCn1c(=O)cc(OCC(=O)NCc2ccc(C)o2)c2ccccc21 | 11% | -5% | 3.1% | i | 15% | ? | 43%[activator] | 36%[activator] | -7% |
| CCc1nnc(SCc2cccc(F)c2)nc1CC | -4% | -9% | 0.0% | i | 3% | -10% | 0% | -1% | -25% |
| O=C(O)CCCNC(=O)OCc1ccccc1 | . | 26% | -1.0% | i | 13% | -1% | -10% | 0% | 0% |
| CCN1C(=O)[C@@H]2[C@@H](c3ccc(-c4cc(C(C)=O)cs4)cc3)N3CCC[C@@]3(C(=O)OC)[C@@H]2C1=O | 0% | 10% | 3.3% | i | 10% | 29% | -5% | 3% | 0% |
| COc1ccc(CC(NC(C)=O)C(=O)NC2CCN(S(=O)(=O)c3ccc(NC(C)=O)cc3)CC2)c(OC)c1 (stereo not drawn) | 15% | 3% | -0.8% | ? | -2% | 14% | -6% | 5% | -1% |
| N#Cc1ccccc1OCC(=O)NCC1(N2CCCCC2)CCCCC1 | 0% | 0% | 4.4% | i | 8% | -5% | 5% | -3% | -10% |
| CC(C)[C@H](NC(=O)OCc1ccccc1)C(=O)OCC(=O)N1CCN(c2ccccc2)CC1 | 0% | -3% | 0.0% | i | -7% | 4% | 9% | 1% | 2% |
| Cc1ccc(Cc2c(-c3cccc(Br)c3)nc3ccc(Cl)cn23)cc1 | . | -21% | 21% | i | . | . | 25% | -12% | -28% |
| COc1ccc2c(c1)N1CCN=C1N2C | -4% | 4% | 0.6% | i | 14% | 0% | 4% | 2% | 2% |
| Cc1cc(NC(=O)CO/N=C/c2ccc3c(c2)OCO3)ccc1Br | 4% | 2% | -0.1% | i | ? | ? | . | -4% | 10% |
| C=CCOC(=O)/C(=C\c1cccc2ccccc12)NC(=O)c1ccccc1 | -5% | -5% | 0.7% | i | 4% | 2% | 3% | 0% | -27% |
| CCCC(c1nnnn1Cc1ccc(F)cc1)N1CCN(C)CC1 (stereo not drawn) | -13% | 8% | 0.2% | i | 7% | 4% | -6% | 1% | 1% |
| Cc1nn2c(-c3ccncc3)nnc2c2ccccc12 | -5% | -2% | 4.1% | ? | . | -17% | -7% | ? | -1% |
| O=C(Cn1cnc2ccccc2c1=O)Nc1ccc(-c2nnc3n2CCCCC3)cc1 | 12% | 0% | 0.4% | i | . | ? | 6% | 11% | -12% |
| CCc1cccc(NC(=O)CSC2=NS(=O)(=O)c3ccccc32)c1 | 6% | -16% | 2.7% | i | ? | ? | -22% | -13% | -11% |
| CCOc1ccc(S(=O)(=O)N(C)c2ccc(OCC(=O)Nc3ccc4[nH]c(=O)[nH]c4c3)cc2)cc1 | -9% | 0% | -0.1% | i | -11% | 3% | 7% | ? | -2% |
| CC(NC(=O)COC(=O)Cn1cnc2ccccc2c1=O)C1CC2CCC1C2 (stereo not drawn) | 2% | 5% | 0.2% | i | -26% | -2% | -3% | 3% | -6% |
| Cn1nc(C(=O)N2CCN(C(c3ccccc3)c3ccccc3)CC2)c2ccccc2c1=O | 3% | 4% | -0.6% | i | 13% | 10% | -16% | -17% | -3% |
| Cc1ccc(-n2c(SCC(=O)N/N=C/C=C/c3ccccc3[N+](=O)[O-])nc3ccccc3c2=O)cc1 | -12% | 9% | 0.3% | ? | -11% | 4% | -2% | -14% | -2% |
| COc1ccc(OC)c(-c2nc3cc4ccccc4cc3nc2-c2ccccc2)c1 | 5% | -4%[57.1 µM] | -0.5% | i | 1% | ? | . | -6% | -1% |
| CCN(CCNC(=O)Nc1ccc(Cl)cc1)c1ccccc1 | 4% | ? | -0.1% | i | . | 18µM* | ? | ? | -49% |

(more compounds)
| Compound | A549 tox | EPAC2 antag | Nrf2 activator | S2 tox | Nrf2 inh | MCF10A rereplic | ATXN2 expr inh | TGFb inhibitor | HepG2 tox |
| --- | --- | --- | --- | --- | --- | --- | --- | --- | --- |
| O=C(OCn1nnc2ccccc2c1=O)c1cc(-c2ccccc2)nc2ccccc12 | 9% | -8% | 3.0% | i | 2% | 15% | -4% | 16% | 4% |
| COc1ccccc1/C=N/Nc1cc(C)nc(N2CCOCC2)n1 | -10% | -1% | 0.8% | i | -19% | 14% | . | -17% | -23% |
| CCCCc1nnc(NC(=O)CCS(=O)(=O)c2ccc(Cl)cc2)s1 | 1% | 0% | 21% | i | -19% | ? | 1% | -33% | 0% |
| O=C(COc1ccccc1)NCC(=O)N/N=C/c1ccc(O)cc1O | -4% | 2% | 0.3% | i | ? | 10% | ? | ? | -15% |
| COc1ccccc1NC(=O)CN1CCN(CC(=O)Nc2ccc(Cl)c(C(F)(F)F)c2)CC1 | ? | -9% | 10% | . | . | ? | ? | ? | -30% |
| C1CCN=C(Nc2nn[nH]n2)CC1 | 0% | -4% | -0.1% | i | 8% | 17% | 1% | -2% | -1% |
| Cc1ccc(Cn2cc(S(=O)(=O)c3ccc(Cl)cc3)c(=O)c3cc(F)ccc32)cc1 | 6% | 5% | -0.5% | i | -5% | 4% | -4% | -17% | 3% |
| COc1ccc(-c2ccc(CCC(=O)O)n2CC(=O)Nc2ccccc2C)cc1 | 1% | 22% | 3.2% | i | -3% | -25% | -3% | -4% | -5% |
| CCOc1ccc(NS(=O)(=O)c2ccc(C(=O)N(C)C)s2)cc1 | 3% | . | -1.2% | i | . | . | -14% | ? | -22% |
| COc1ccccc1OCCn1cc(/C=N/NC(=O)c2ccncc2)c2ccccc21 | -3% | -4% | 3.5% | ? | -8% | 18% | 6% | -21% | 0% |
| Cc1ccc(OC(C)C(=O)Nc2cc(C)on2)cc1 (stereo not drawn) | 2% | 13% | -0.1% | i | 8% | 0% | 10% | 8% | 9% |
| COc1ccc([C@@H]2CC=C(C(=O)O)[C@H](c3ccc(F)cc3)N2S(=O)(=O)c2ccc(Cl)cc2)cc1 | -11% | 2% | 3.1% | i | -16% | 2% | 11% | -21% | -6% |
| Cn1c(=O)c2[nH]c(CCNC(=O)c3ccccc3)nc2n(C)c1=O | 2% | 3% | 4.2% | i | -12% | -1% | 18% | 0% | -1% |
| CC1CC2OC(=O)C3(C)CCCC(C)(C23)C1(O)CCc1ccoc1 (stereo not drawn) | 4% | 3% | -0.6% | i | -20% | -5% | -7% | -2% | 1% |
| COc1ccc(NC(=O)CCCCC#Cc2ccccc2)cc1 | -1% | 2% | -0.6% | i | 6% | -2% | 6% | 4% | -1% |
| CC(C)=CCC[C@](C)(O[C@@H]1O[C@H](CO[C@@H]2OC[C@@H](O)[C@H](O)[C@H]2O)[C@@H](O)[C@H](O)[C@H]1O)C1CC[C@]2(C)C1[C@H](O)CC1[C@@]3(C)CC[C@H](O[C@@H]4O[C@H](CO)[C@@H](O)[C@H](O)[C@H]4O)C(C)(C)C3CC[C@]12C (stereo partly drawn) | -2% | 4% | -1.3% | i | -1% | 0% | -18% | -16% | -19% |
| Cc1ccc(C(=O)OCC(=O)NCc2ccccc2)s1 | . | 15% | -0.8% | i | . | . | . | 10% | 2% |
| COC(=O)c1c(NC(=O)/C=C/c2ccc(OC)c(OC)c2)sc2c1CCC2 | 2% | . | 0.4% | . | -25% | . | . | -3% | 6% |
| COC(=O)CCCn1nc(NC(=O)COc2ccc(F)cc2)cc1C | 1% | 1% | -0.5% | i | 9% | 0% | -8% | 2% | -10% |
| COc1cc(/C=N/N2C(C)CCCC2C)cc(Br)c1O (stereo not drawn) | 1% | 1% | 0.2% | i | 0% | -1% | 1% | 2% | 9% |
| Cn1nc(C(F)(F)F)c(-c2ccc(Br)cc2)c1NC(=O)c1ccco1 | -10% | ? | -0.2% | i | ? | 8% | -32% | ? | -50% |
| COc1ccc(C(=O)/C=C/Nc2ccccn2)cc1 | -6% | -8% | -2.6% | i | ? | 1% | 8.9µM* | 1% | -34% |
| CCOC(=O)c1c(C)oc2nc(C)nc(Nc3cc(C)ccc3OC)c12 | 8% | . | 0.0% | i | ? | . | 10% | 1% | -2% |

Ordered by molecular weight (largest number first): some entries from above.
| Compound | A549 tox | EPAC2 antag | Nrf2 activator | S2 tox | Nrf2 inh | MCF10A rereplic | ATXN2 expr inh | TGFb inhibitor | HepG2 tox |
| --- | --- | --- | --- | --- | --- | --- | --- | --- | --- |
| COc1ccc(-c2ccc(CCC(=O)O)n2CC(=O)Nc2ccccc2C)cc1 | 1% | 22% | 3.2% | i | -3% | -25% | -3% | -4% | -5% |
| COc1ccc(NC(=O)CCCCC#Cc2ccccc2)cc1 | -1% | 2% | -0.6% | i | 6% | -2% | 6% | 4% | -1% |
| Cc1ccc(OC(C)C(=O)Nc2cc(C)on2)cc1 (stereo not drawn) | 2% | 13% | -0.1% | i | 8% | 0% | 10% | 8% | 9% |
